p47phox inh = blocks human p47phox regulatory protein of NADPH oxidases. P14598. p47phox/p22phox peptide binding, fluorescence polarization, 2 h. inhibition, % at 24.7 µM. 220,000 compounds, 0.53% hits. AID 1274;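 active = inhibition above about 30%, limit read from the data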;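 also: 0% = p47phox with labelled peptide and 100% = labelled peptide alone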
Target sequence (P14598 whole entry, looked up): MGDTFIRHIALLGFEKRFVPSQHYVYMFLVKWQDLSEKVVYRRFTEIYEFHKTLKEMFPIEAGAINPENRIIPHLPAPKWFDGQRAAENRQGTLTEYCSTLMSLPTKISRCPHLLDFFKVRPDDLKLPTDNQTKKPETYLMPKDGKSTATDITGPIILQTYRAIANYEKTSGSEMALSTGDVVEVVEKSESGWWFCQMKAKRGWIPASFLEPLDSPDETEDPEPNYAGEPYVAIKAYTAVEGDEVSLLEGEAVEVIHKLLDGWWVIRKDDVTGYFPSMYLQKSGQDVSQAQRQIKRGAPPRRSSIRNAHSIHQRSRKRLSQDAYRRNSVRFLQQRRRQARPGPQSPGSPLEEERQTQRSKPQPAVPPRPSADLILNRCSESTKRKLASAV
Hck-Nef inh = inhibitors of human Hck kinase activated by Nef. P08631. 220,000 compounds, 0.68% hits. AID 463187. Recombinant Hck-YEEI plus Nef, Z-Lyte FRET kinase assay. inhibition, % at 20 µM;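 active = Hck-Nef kinase inhibition above about 50%, limit read from the data; inactive = inhibition below that limit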;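 also: 0% = DMSO with Hck plus Nef and 100% = Hck alone without Nef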
Target sequence (P08631 whole entry, looked up): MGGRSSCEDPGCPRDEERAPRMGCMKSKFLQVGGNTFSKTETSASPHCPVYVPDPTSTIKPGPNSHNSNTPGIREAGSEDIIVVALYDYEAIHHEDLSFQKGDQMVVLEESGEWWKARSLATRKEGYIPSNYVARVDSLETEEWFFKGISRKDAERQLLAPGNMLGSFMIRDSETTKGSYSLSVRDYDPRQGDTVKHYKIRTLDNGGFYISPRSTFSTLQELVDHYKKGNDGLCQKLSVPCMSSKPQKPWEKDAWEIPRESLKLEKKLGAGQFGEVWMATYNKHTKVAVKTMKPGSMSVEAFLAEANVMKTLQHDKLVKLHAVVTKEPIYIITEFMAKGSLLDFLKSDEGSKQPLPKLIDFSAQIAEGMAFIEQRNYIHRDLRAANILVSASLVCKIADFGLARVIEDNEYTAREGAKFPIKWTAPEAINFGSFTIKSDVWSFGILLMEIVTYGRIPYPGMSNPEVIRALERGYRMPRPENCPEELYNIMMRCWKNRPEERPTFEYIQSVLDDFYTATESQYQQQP
Runt-CBFb FRET = inhibitors of human RUNX1 Runt domain binding to CBFb; AID 1496; 220,000 compounds, 0.46% hits; Cerulean-Runt/Venus-CBFb FRET ratio 530/480, 1 h; inhibition, % at 20 µM; Q01196+Q13951;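 active = inhibition over about 50% at 20 µM in the single-dose screen, limit read from the data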;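 also: 0% = DMSO wells and 100% = excess unlabeled CBFb competitor control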
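Assay system: Cerulean-Runt domain fusion protein, energy donor; Signal: fluorescence energy transfer, 422 nm excitation, 530/480 nm emission; Timing: 1 h compound exposure, room temperature; Control set: unlabeled CBFb; Medium: Tris buffer pH 7.5 with salts and BSA; Compound: single test concentration of 20 µM, 1% DMSO final; Probe or stimulus: Venus-CBFb 100 nM.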
L929 necroptosis = blocks zVAD induced death of L929 cells; L929 zVAD necroptosis rescue, ATP luminescence, 24 h; with zVAD 60 µM; viability rescue, % at 10 µM; 220,000 compounds, 0.38% hits;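 active = activation, scaled between plate controls, above about 75%, limit read from the data; inactive = activation under that limit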;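 also: 0% = zVAD with DMSO and 100% = DMSO alone without zVAD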
14-3-3 Bad PPI = disrupts binding of bovine 14-3-3 zeta to phospho-Bad peptide. P63103. TR-FRET 14-3-3zeta/Dy647-pBad peptide displacement, 1 h. inhibition, % at 21.7 µM. 220,000 compounds, 0.71% hits;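 active = inhibition above about 70%, limit read from the data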;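 also: 0% = full 14-3-3 plus peptide FRET controls and 100% = background without 14-3-3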
Tb hexokinase = blocks Trypanosoma brucei hexokinase 1 activity; recombinant TbHK1, G6PDH-coupled NADH A340; AID 1430; inhibition, % at 10 µM; 220,000 compounds, 0.11% hits;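 active = inhibition of 50% or more in the single-dose primary screen; inactive = inhibition below 50%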
EBV gp42 block = EBV gp42 inhibition | inhibition, % (tested at 21.74 µM) | Fluorescence polarization binding assay, mP read-out | Q1HVG2 | 220,000 compounds, 0.42% hits; in the data active = inhibition above about 50%
Mdm2 ligase inh = inhibitors of human Mdm2 E3 ubiquitin ligase. signal enhancement, % at 5 µM. cell-based MDM2 ubiquitination luciferase reporter, 2 h; 0 = plate control, 100 = twice control, blank-subtracted. Q00987. AID 1230. 210,000 compounds, 0.11% hits;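 active = signal enhancement of 30% or more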;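 also: luminescence tracks abundance of the self-degrading MDM2-luciferase fusion protein; higher signal means inhibition of MDM2 E3 ligase activity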
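Test system: stable mammalian line carrying autodegrading MDM2–luciferase fusion reporter; quantity: 2000 cells in each well; times: 4 h cell settling then 2 h compound exposure, 37 °C; detection: luminescence with SteadyLite reagent, 15 min at room temperature; evaluation: percent signal gain over controls, blank-subtracted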
Runt-SMMHC FRET = Runt domain-CBFb-SMMHC interaction inhibition; Q01196+Q13951; Cerulean-Runt/Venus-CBFb-SMMHC FRET ratio 530/480, 1 h; inhibition, % at 20 µM; 220,000 compounds, 0.74% hits; AID 1434;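 active = mean inhibition across duplicate retests at 20 µM reaching about 50%, limit read from the data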;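 also: 0% = DMSO wells and 100% = wells with excess untagged CBFb-SMMHC; inhibitors lower the FRET ratio by blocking Runt binding to CBFb-SMMHC; some results filed as inactive read as strong as hits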
* marks the source's active call; other numbers are inactive results; . = no result given; [ ] = dose if it differs, or a comment.

SMILES	p47phox inh	Hck-Nef inh	Runt-CBFb FRET	L929 necroptosis	14-3-3 Bad PPI	Tb hexokinase	EBV gp42 block	Mdm2 ligase inh	Runt-SMMHC FRET
Cc1ccc(Oc2nc3ccccc3n3c(C)nnc23)c(C)c1	6.9	1.5	-2.1	0.0	9.1[fluorescence artefact?]	-5.4	-15.3	-2.3	-5.5
CC(NC(=O)C1CCC1)c1ccc(Cl)cc1 (stereo not given)	-5.5	4.0	0.1	1.7	-4.0[fluorescence artefact?]	-2.0	-19.6	-14.0	1.7
Cn1cccc1C(=O)NC(=O)COC(=O)CC12CC3CC(CC(Br)(C3)C1)C2	-21.2	3.2	1.4	0.5	-4.3[fluorescence artefact?]	0.3	-1.0	-6.4	0.2
O=C(CN1C(=O)CCSc2ccccc21)Nc1ccc2c(c1)OCCO2	-4.5	4.4	3.1	0.4	-5.8	1.9	-5.7	-12.4	0.3
CCOc1ccc(N/C(SC)=C(/C#N)C(N)=O)cc1	-11.5	-0.6	0.7	0.5	-4.9[fluorescence artefact?]	-35.6	-35.0	-8.7	4.5
CCOC(=O)C1CCCN(C(=O)COc2ccccc2O)C1 (stereo not given)	-3.0	-0.2	3.6	0.0	2.3	-0.8	-3.4	-31.9	1.1
CC(=O)Nc1nc2ccccc2n1CCN(C)C	-15.9	3.1	-1.5	-0.2	0.4	2.6	-12.9	-15.4	3.2
O=C(Nc1ccc2c(c1)OCO2)C1CC(=O)N(c2ccc3c(c2)OCCO3)C1 (stereo not given)	-1.0	25.5	1.4	2.5	-5.1	-1.9	-22.1	-12.8	-0.3
C[C@]1(C(=O)NCCCNc2ncc(C(F)(F)F)cc2Cl)C=C[C@@H](Cc2ccccc2)N1C(=O)c1ccccc1	-8.8	-4.0	-8.1	2.8	-4.9[fluorescence artefact?]	-3.1	-12.6	.	-5.5
O=C(CSc1nc2c(sc3ccccc32)c(=O)n1CCCN1CCCC1)NCc1ccccc1	-16.3	30.9	-0.2	-1.1	15.4	-9.3	-13.6	-3.8	1.0
O=C(O)CCC(=O)Nc1ccc(Br)cn1	-3.7	1.6	-1.6	1.3	3.1	-7.9	4.8	-14.1	-1.3
Cc1ccc(S(=O)(=O)N/N=C/c2cccn2-c2ccc(Cl)cc2)cc1	-20.4	1.0	.	-0.1	-3.0[fluorescence artefact?]	-4.3	9.2	4.3	-4.3
COCCNC(=S)N1CCN(Cc2cccc(OC)c2)CC1	-1.4	-6.6	0.0	3.4	-1.2	-8.2	-13.3	-7.8	0.5
Nc1nnc(CSc2ccc(Cl)cc2)s1	-0.9	1.6	-2.1	104.4*	-1.9	1.3	-7.4	13.8	0.9
CC(C)c1ccc(CC(C)C2C3=C(CCCC3=O)OC3=C2C(=O)CCC3)cc1 (stereo not given)	-1.0	-16.8	-4.5	0.1	-3.4	-4.8	6.6	-4.3	-1.5
O=C(O)CSc1nc(-c2ccc(Cl)cc2)nc2c1oc1ccccc12	-37.6	-4.8	-6.7	.	-2.4	-2.2	-14.0	-3.1	-4.7
COc1cc2c(cc1NC(=O)CCCCCN1C(=O)CCC1=O)oc1ccccc12	-1.2	1.3	0.2	-0.4	-5.5	-23.8	-12.9	-19.2	-9.0
Cc1onc(C(=O)N2C(C)CCCC2C)c1[N+](=O)[O-] (stereo not given)	4.6	2.3	3.5	.	0.8	1.3	-0.6	6.6	-0.5
COC(=O)c1ccc(COc2ccc3c(C)c(C)c(=O)oc3c2C)o1	72.2*	1.4	-6.4	0.9	19.6	26.1	1.7	-19.0	-8.5
CCOC(=O)C1CCN(c2c(NC3CCCc4ccccc43)c(=O)c2=O)CC1 (stereo not given)	1.9	22.6	0.7	0.6	3.9	-2.1	-3.2	-11.1	3.6

Whole records as entered above. Order of values: p47phox inh | Hck-Nef inh | Runt-CBFb FRET | L929 necroptosis | 14-3-3 Bad PPI | Tb hexokinase | EBV gp42 block | Mdm2 ligase inh | Runt-SMMHC FRET
COc1cc2c(cc1NC(=O)CCCCCN1C(=O)CCC1=O)oc1ccccc12 reads -1.2 | 1.3 | 0.2 | -0.4 | -5.5 | -23.8 | -12.9 | -19.2 | -9.0
O=C(O)CCC(=O)Nc1ccc(Br)cn1 reads -3.7 | 1.6 | -1.6 | 1.3 | 3.1 | -7.9 | 4.8 | -14.1 | -1.3

Further entries follow.
SMILES	p47phox inh	Hck-Nef inh	Runt-CBFb FRET	L929 necroptosis	14-3-3 Bad PPI	Tb hexokinase	EBV gp42 block	Mdm2 ligase inh	Runt-SMMHC FRET
O=C(CCc1ccc(S(=O)(=O)N2CCOCC2)cc1)Oc1ccccc1	-3.8	1.5	-2.7	0.0	9.4	-2.8	-12.8	7.7	-0.3
COc1ccc(CCNC(=O)Nc2cccc([N+](=O)[O-])c2)cc1	-1.8	18.5	-2.2	24.8	-6.8	8.2	8.7	-3.5	-1.9
CC(=O)Nc1ccc(C(=O)OCc2ccc(Cl)cc2)cc1	-7.9	1.5	-1.3	0.0	4.9	-1.7	-14.3	2.5	4.8
CCOc1ncccc1C(=O)OCC(=O)Nc1cc(S(=O)(=O)N2CCOCC2)ccc1C	0.5	-2.0	-0.3	-0.2	-3.7	2.7	-2.3	1.3	-4.0
CC(=O)Nc1ccc(NC(=O)C2CC(=O)Nc3ncnn32)cc1 (stereo not given)	-19.5	27.2	-1.7	0.7	-0.5	-4.0	-15.7	.	0.5
Cc1ccc(S(=O)(=O)N2CCC(C)CC2)c([N+](=O)[O-])c1	-12.5	-36.5	-2.7	3.2	4.2	-3.9	-12.1	-1.3	-2.9
COc1cc(OC)c(C2C(C(=O)N3CCOCC3)=C(C)NC3=C2C(=O)CC(C)(C)C3)cc1OC (stereo not given)	-10.9	7.0	2.3	1.0	1.8	-20.4	-18.2	-46.4	-2.2
O=C1/C(=C/c2ccccc2)N=C(N2CCOCC2)N1c1cccc(Cl)c1	-14.4	7.3	0.6	.	-3.6	-19.5	1.2	8.6	9.7
CCN1CCCC(Sc2nc3c([nH]2)c(=S)n(C)c(=O)n3C)C1 (stereo not given)	-4.0	26.1	4.1	-0.1	-6.3	-48.1	-4.1	.	0.8
COc1ccc(-c2c(N)nnc3c2[nH]c2ccccc23)cc1OC	0.4	2.0	0.1	70.8	40.0	-14.3	-10.5	-16.1	3.9
C=CCn1cc(-c2ccccc2)cc(C#N)c1=O	10.4	3.1	2.2	0.6	-3.4	-19.2	8.0	-4.7	6.0
O=S(=O)(Nc1nc2ccccc2s1)c1ccc(Cl)s1	-4.7	-2.1	0.8	0.3	10.7	2.2	1.8	8.7	-2.8
CCOc1ccc(N(C(C)=O)c2nc(C)cc(C)c2C#N)cc1	0.6	15.1	-0.5	-0.6	0.6[fluorescence artefact?]	2.3	-0.9	-16.7	2.6
O=C(Cc1cccc2ccccc12)N/N=C/c1ccc2cccc(O)c2n1	-11.9	30.4	4.5	-0.1	-1.9	-12.4	-11.7	.	0.8
COc1ccc(NS(=O)(=O)c2cc(NC(=O)Cn3cnc4c3c(=O)n(C)c(=O)n4C)ccc2C)cc1	-2.0	-11.7	0.8	0.4	4.7	8.9	-7.0	-96.2	-3.3
COc1ccc2[nH]c(C)c(CCNC(=S)Nc3cc(C)ccc3C)c2c1	-6.7	-4.9	2.8	.	-4.0	3.0	-2.9	.	5.1
Cc1ccc(NC(=S)N(CCC(C)C)C(C)c2ccncc2)c(Cl)c1 (stereo not given)	-8.5	8.3	-1.2	-1.4	-4.9	-7.5	-5.5	.	4.8
Cc1cc(C)c(S(=O)(=O)N2C=CC(C(F)(F)F)=NCC2)c(C)c1	-10.8	-0.6	1.5	0.1	-3.7	-9.0	1.0	-24.1	0.4
COc1ccc(-n2nc(C(=O)N3CCN(c4ccc(F)cc4)CC3)c3ccccc3c2=O)c(OC)c1	-9.2	-4.7	-5.5	-0.6	-6.1	-3.7	-10.6	-15.1	-1.9
COC(=O)c1ccc(NC(=O)c2ccccc2NS(C)(=O)=O)cc1	-2.9	8.4	0.8	1.1	24.5	-20.9	-7.5	-7.7	-3.4
Cc1ccc(OCC(=O)c2c[nH]c3ccccc23)c([N+](=O)[O-])n1	1.6	-2.3	-0.3	0.4	-8.6	-2.6	4.0	7.9	-0.1
NC(N)=NS(=O)(=O)c1ccc(NC(=S)NC(=O)c2ccccc2)cc1	3.9	5.2	6.1	0.2	-5.8	-16.6	-5.2	-7.4	-1.1
CCCN(CCC)CCCNC(=S)Nc1ccc2nc3n(c(=O)c2c1)CCCCC3	-7.5	4.8	3.3	-0.2	-18.1	20.4	-10.3	2.8	-1.5
COc1ccc(NCc2n[nH]nc2-c2ccccc2)cc1Cl	0.2	0.6	2.1	0.0	-11.1	7.2	-6.8	-5.2	1.9
O=C(COC(=O)c1ccccc1-c1nc2ccccc2s1)NC1CCS(=O)(=O)C1 (stereo not given)	-5.1	2.2	-1.1	1.6	-2.8[fluorescence artefact?]	-0.1	-5.4	-11.7	1.1
O=CN(CCN(C=O)CN1CCCCC1)CN1CCCCC1	-3.8	-8.2	-2.0	-0.5	-4.6	2.6	-1.8	-8.9	0.1
Cc1cc(C(=O)COc2cccc(-n3cnnn3)c2)c(C)n1-c1ccccc1	-7.5	1.7	0.5	81.0*	-2.8	-8.5	-10.2	-15.6	-2.5
c1ccc(C2=Nc3ccccc3SC2c2nc3ccccc3[nH]2)cc1 (stereo not given)	-11.5	-1.4	16.7	-1.2	-2.1[fluorescence artefact?]	-8.1	2.4	-27.5	35.7
O=C(OCC(=O)N1CCc2ccccc21)c1ccc(Cl)nc1	-56.9	0.1	-0.2	0.2	4.7	2.3	-10.9	-9.1	3.6
CC12CC3CC(C)(C1)CC(CN1CCOCC1)(C3)C2	38.9*	0.8	-2.4	0.0	6.8	1.7	-22.7	-1.8	-2.9
COc1cc(C2c3c(oc4ccccc4c3=O)C(=O)N2Cc2ccncc2)ccc1O (stereo not given)	-17.9	-0.5	1.3	-0.4	-5.8	3.8	-15.2	-18.8	-6.9
O=[N+]([O-])c1ccc(Oc2cccc(Br)c2)c2ccncc12	-0.1	-0.7	3.9	-0.1	9.3	-8.4	7.0	-5.7	-3.7
CC(C)COc1ccc(Br)cc1CNC(C)(C)C	4.8	-7.0	-1.0	-0.8	-1.8	7.5	5.3	14.6	-3.0
Cc1cc(C)c(C(=O)CSc2nnc(C)c(=O)[nH]2)cc1C	2.7	22.0	-0.3	-0.5	1.9	7.8	-3.8	-17.5	0.3
COc1ccc(/C=N/NC(=O)c2ccn[nH]2)cc1COc1ccc(Cl)cc1Cl	-13.2	-2.6	-2.5	-0.3	11.7	-14.2	8.3	-4.6	-2.2
CCN(CC)CCN(C(=O)c1ccc(Br)s1)c1nc2cc3c(cc2s1)OCCO3	-6.0	-25.0	0.4	0.5	-3.9	6.4	3.4	-4.5	-2.8
CCCOC(=O)CSc1nnc(-c2ccc(Cl)cc2Cl)o1	-8.3	0.2	-2.9	1.0	5.7	0.1	-13.6	-12.7	0.0
Cc1ccc(C)c(N=Nc2nc3ccccc3n2C)c1	-3.0	-2.1	-5.6	0.0	3.5[fluorescence artefact?]	-14.1	6.8	-20.7	-12.2
N#Cc1c(-c2ccccc2)nc(SCC(=O)Nc2nnc(C(F)(F)F)s2)[nH]c1=O	-3.5	-1.2	-1.1	0.2	-1.2	0.0	-17.6	-0.8	1.6
Cc1cc(C(=O)N2CCN(c3ncccn3)CC2)c2cc(F)ccc2n1	-8.0	-0.5	-1.2	1.9	1.0	-9.8	-2.4	-18.2	4.4
